GLS inhibitor – blocks human kidney-isoform glutaminase activity | O94925 | GLS enzymatic activity, qHTS titration | Potency, µM (doses to about 45.5 µM), for the others: top-dose activity change, negative = inhibition, hits mostly inhibitors | 410,000 compounds, 0.21% hits | AID 624170; active = well fitted inhibition curve with a large enough effect
Target sequence (O94925 whole entry, looked up, canonical isoform): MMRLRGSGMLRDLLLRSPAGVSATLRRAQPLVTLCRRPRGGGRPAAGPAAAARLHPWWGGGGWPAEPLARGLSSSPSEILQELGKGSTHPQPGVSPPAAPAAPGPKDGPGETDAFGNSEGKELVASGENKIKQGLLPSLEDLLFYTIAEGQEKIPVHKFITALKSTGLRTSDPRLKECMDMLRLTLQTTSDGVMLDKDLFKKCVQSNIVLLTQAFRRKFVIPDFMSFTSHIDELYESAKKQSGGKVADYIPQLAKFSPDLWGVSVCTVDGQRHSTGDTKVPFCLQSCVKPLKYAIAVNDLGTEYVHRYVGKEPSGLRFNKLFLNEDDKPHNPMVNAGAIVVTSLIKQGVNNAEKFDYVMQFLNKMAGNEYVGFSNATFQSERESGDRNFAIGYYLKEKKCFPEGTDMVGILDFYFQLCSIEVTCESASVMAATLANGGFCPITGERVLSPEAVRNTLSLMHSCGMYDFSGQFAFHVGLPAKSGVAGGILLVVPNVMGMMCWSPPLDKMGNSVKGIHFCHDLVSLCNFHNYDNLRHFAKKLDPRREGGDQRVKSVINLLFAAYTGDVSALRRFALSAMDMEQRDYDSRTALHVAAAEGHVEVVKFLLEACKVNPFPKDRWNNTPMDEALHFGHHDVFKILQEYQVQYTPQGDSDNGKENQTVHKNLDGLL
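Glutamate formation by hKGA was monitored fluorometrically using coupled glutamate oxidase, HRP and Amplex Red. Substrate was added as 1 mM L-glutamine solution; incubation was 30 min at RT after an initial read.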
Starred values were filed as active, the others as inactive; [ ] = another dose, or the depositor's remark. % is set by controls: 0 for no effect and ±100 for the full control effect; potency is the fitted concentration of half-maximal effect. This is a subset (hit frequency here may not be typical).

molecule	GLS inhibitor
O=C1NC[C@H](Cc2ccc(O)cc2)N(C[C@@H]2CCCN2C[C@H](Cc2ccc(O)cc2)N2C[C@H](Cc3ccccc3)N(CC3CCCCC3)C(=O)C2=O)C1=O	6%
COC(=O)[C@H](CC(C)C)NC(=O)CC[C@H]1O[C@@H](n2cc(C)c(=O)[nH]c2=O)C[C@@H]1O	-11%
COc1ccc(-c2cnc3c(NC(C)=O)cc(-c4ccc(C(=O)NC5CC5)cc4)cn23)cc1OC	-2%
COC(=O)[C@@]1(C(C)C)N=C(c2cc(OC)c(OC)c(OC)c2)[C@]2(O1)C(=O)N(C)c1ccccc12	14%
CC1=C(C(=O)N(C)C)CC(CC(=O)NCc2cccc3ccccc23)C(=O)N1Cc1ccc(F)cc1 (configuration not stated)	-1%
CC(=O)Nc1cc(-c2ccc(N3CCN(C)CC3)cc2)cn2c(-c3ccc(S(C)(=O)=O)cc3)cnc12	33%[activator]
CCCCCCN1CCN(C2CN(Cc3cn(Cc4cccc(C(F)(F)F)c4)nn3)S(=O)(=O)C2)CC1 (configuration not stated)	-2%
CN(C)c1cccc(NC(=O)c2cccc3c(-c4ccc(F)c(F)c4)coc23)c1	2%
O=C(c1[nH]c(C(F)(F)F)nc1-c1ccccc1)N1CCN(c2ncccc2C(F)(F)F)CC1	18%
Cc1cccc(C)c1-n1nnnc1C1c2ccccc2C(=O)N1CCCn1ccnc1 (configuration not stated)	5%
Cc1ccc(-c2nc3ccc(Cl)cn3c2Cc2cccc(Cl)c2)cc1	9%
CCOC(=O)C1=C[C@@H](C(C)C)N(S(=O)(=O)c2ccc(C)cc2)[C@H]1c1ccc(C(F)(F)F)cc1	1%
CC(C)c1cc(C(C)C)c(S(=O)(=O)NC(c2ccccn2)C23CC2C3)c(C(C)C)c1 (configuration not stated)	-1%
CC(C)NC(=O)C1(C)CCN1C(=O)c1c(F)cccc1F (configuration not stated)	-5%
O=C(Nc1ccc(Oc2ccccc2)cc1)c1csc([C@@H]2O[C@H](CO)[C@@H](O)[C@H]2O)n1	4%

Other structures follow.
molecule	GLS inhibitor
CC1(C(=O)NS(=O)(=O)c2cccs2)CCN1C(=O)c1cccc(F)c1 (configuration not stated)	5%
CC(C)C[C@H]1COc2cccc(N3CCSCC3)c2S(=O)(=O)N1	6%
CCCNC(=O)C1(C)CCN(C(=O)c2sccc2C)C1 (configuration not stated)	15%
CC(=O)Nc1ccc(-c2ccnc3c2CC(C)(C(=O)NCC2CC2)O3)cc1 (configuration not stated)	4%
CC(C)C[C@H]1CN([C@@H](Cc2ccc(O)cc2)CN2CCC[C@H]2CN2C(=O)C(=O)NC[C@@H]2Cc2ccccc2)C(=O)C(=O)N1CCc1ccccc1	5%
CN(C)c1ccc(-c2ccnc3c2CC(C)(C(=O)NCC2CCOCC2)O3)cc1 (configuration not stated)	34%[activator]
CN(Cc1ccc(Cl)c(Cl)c1)C(c1cc2ccccc2o1)c1nnnn1C(C)(C)C (configuration not stated)	-12%
CC(=O)Nc1ccc(NC(=O)c2csc([C@@H]3O[C@H](CO)[C@H](O)[C@H](O)[C@H]3O)n2)cc1	8%
CC(=O)Nc1cc(-c2cccc(NS(C)(=O)=O)c2)cn2c(-c3cccc(C(F)(F)F)c3)cnc12	-6%
COc1ccccc1Cn1c(C)c(C(=O)NCc2ccco2)sc1=O	8%
COc1ccc(CCCNC(=O)C2Cc3c(-c4cccc(C(N)=O)c4)ccnc3O2)cc1 (configuration not stated)	-18%
COc1ccc(-c2coc3c(C(=O)NCc4ccccc4)cccc23)c(C)c1	-5%
O=C(NC(c1ccc(-c2ccccc2)cc1)c1cnccn1)C1CCN(CCN2C(=O)c3ccccc3C2=O)CC1 (configuration not stated)	-1%
Cc1ccc(S(=O)(=O)N2C[C@H]3C(=O)C[C@@H]4C(=O)N(c5ccccc5)C(=O)[C@@H]4[C@@H]3C[C@H]2c2cccc(Cl)c2)cc1	-2%
CCc1nc2ccc(C(=O)Nc3cc(-c4ccccc4)ccc3OC)cn2c1N(C)Cc1ccc(OC)cc1	0%

(further entries)
molecule	GLS inhibitor
CC(=O)Nc1cnc(-c2cccc(C(=O)N3CCOCC3)c2)cn1	-24%
COc1cccc(CNC(=S)Nc2ccc3c(c2)c(=O)n(C)n3C)c1	39%[activator]
CCNC(=O)C1(C)CCCN(Cc2ccc(Oc3ccccc3)cc2)C1 (configuration not stated)	0%
N#Cc1c(N)[nH]c(C(=O)c2ccccc2)c1-c1ccccc1Br	7%
COC(=O)CCCn1cc(CN2CC(N3CCN(C4CCN(C)CC4)CC3)CS2(=O)=O)nn1 (configuration not stated)	1%
Cc1ccc(CNc2nc3cc(-c4ccccc4)sc3c(=O)n2C)c(C)c1	9%
CCOc1ccc(CCN2C(=O)C(=O)N([C@@H](CC(C)C)CN3CCC[C@H]3CN3C(=O)C(=O)NC[C@@H]3Cc3ccc(O)cc3)C[C@@H]2Cc2ccccc2)cc1	4%
Cc1ccc(Cn2c(C)c(C(=O)NCc3ccc4c(c3)OCO4)sc2=O)cc1	-16%
Cc1cnc(NC(=O)C2(C)CCN2C(=O)C(C)C)s1 (configuration not stated)	-1%
CC1=C(C(=O)N(C(C)C)C(C)C)CC(CC(=O)NCCN2CCOCC2)C(=O)N1CCCN1CCCC1=O (configuration not stated)	10%
CC1OC(COCc2ccccc2)Cc2[nH][nH]c(=O)c21 (configuration not stated)	2%
OC[C@H]1O[C@@H](c2nc(-c3ccc(C4OCCO4)cc3)no2)[C@H](O)[C@@H]1O	-2%
CCOC1=C2[C@@H](CN(S(=O)(=O)c3ccc(C)cc3)[C@H]2c2ccc(CC)cc2)[C@H]2C(=O)N(C)C(=O)[C@H]2C1	-1%
Cc1onc(-c2ccccc2)c1C(=O)N1CCC(C)(C(=O)NS(=O)(=O)C2CC2)C1 (configuration not stated)	4%
O=C(NCc1ccc(Cl)c(Cl)c1)c1cc(C2CCCCN2C(=O)CCc2ccccc2)on1 (configuration not stated)	1%

Gathered by group: those above containing two or more sulfur atoms.
molecule	GLS inhibitor
CC1(C(=O)NS(=O)(=O)c2cccs2)CCN1C(=O)c1cccc(F)c1 (configuration not stated)	5%
CC(C)C[C@H]1COc2cccc(N3CCSCC3)c2S(=O)(=O)N1	6%

Some of the entries so far, field by field.
OC[C@H]1O[C@@H](c2nc(-c3ccc(C4OCCO4)cc3)no2)[C@H](O)[C@@H]1O
  GLS inhibitor: -2%

COC(=O)CCCn1cc(CN2CC(N3CCN(C4CCN(C)CC4)CC3)CS2(=O)=O)nn1 (configuration not stated)
  GLS inhibitor: 1%

CC1OC(COCc2ccccc2)Cc2[nH][nH]c(=O)c21 (configuration not stated)
  GLS inhibitor: 2%

CC1=C(C(=O)N(C(C)C)C(C)C)CC(CC(=O)NCCN2CCOCC2)C(=O)N1CCCN1CCCC1=O (configuration not stated)
  GLS inhibitor: 10%

The listing continues.
molecule	GLS inhibitor
CCc1nc2ccc(C(=O)Nc3cc(-c4ccccc4)ccc3OC)cn2c1N(C)CCC(C)C	8%
COc1ccc(Cc2nnc(SC)n2-c2ccc(F)cc2)cc1OC	-2%
CC(C)c1ccc(NC(=O)C2(C)Cc3c(-c4ccc(N(C)C)cc4)ccnc3O2)cc1 (configuration not stated)	13%
CC(C)Oc1ccc2ccccc2c1CNC[C@H]1O[C@@H](n2ccc(=O)[nH]c2=O)[C@H](O)[C@@H]1O	1%
COc1ccc(C(O)c2nc(-c3ccccc3C)cs2)cc1 (configuration not stated)	-7%
CCCCNC(=O)C1(C)CCN1C(=O)c1ccc2sccc2c1 (configuration not stated)	-1%
CC(=O)Nc1cccc(-c2cccc3nccn23)c1	4%
CCCNC(=O)c1cc(C2CCCCN2C(=O)OCC(C)C)on1 (configuration not stated)	7%
CCCCn1nnnc1C(c1cccc2ccccc12)N1CCN(C/C=C/c2ccccc2)CC1 (configuration not stated)	3%
Cc1ccc(C=C(C#N)C(=O)c2ccccc2)cc1	24%
c1ccc(CNc2c(C3CCNCC3)nc3scc(-c4ccccc4)n23)cc1	17%
C[C@H](O)[C@@H]1CN2CCc3c([nH]c4ccccc34)[C@@H]2C[C@@H]1N(C)C(=S)NCCc1ccccc1	-12%
COc1cccc(C(C)(O)c2nc(-c3ccc(Cl)cc3)cs2)c1 (configuration not stated)	-17%
OC[C@@H]1CN(Cc2ccncc2)C[C@H](n2cnc3c(NC4CC4)ncnc32)O1	-7%
CCNC(=O)C1(C)CCCN(Cc2csc(-c3ccc(Cl)cc3)n2)C1 (configuration not stated)	11%

Quoted at random: six entries already listed, in no set order.
molecule	GLS inhibitor
CC(C)Oc1ccc2ccccc2c1CNC[C@H]1O[C@@H](n2ccc(=O)[nH]c2=O)[C@H](O)[C@@H]1O	1%
CCCNC(=O)c1cc(C2CCCCN2C(=O)OCC(C)C)on1 (configuration not stated)	7%
CCNC(=O)C1(C)CCCN(Cc2csc(-c3ccc(Cl)cc3)n2)C1 (configuration not stated)	11%
CC(=O)Nc1cccc(-c2cccc3nccn23)c1	4%
COc1ccc(C(O)c2nc(-c3ccccc3C)cs2)cc1 (configuration not stated)	-7%
CC(C)c1ccc(NC(=O)C2(C)Cc3c(-c4ccc(N(C)C)cc4)ccnc3O2)cc1 (configuration not stated)	13%

(continued)
molecule	GLS inhibitor
COc1ccc(OC)c(NC(=O)C2(C)CCN2C(=O)CCC2CCCC2)c1 (configuration not stated)	-5%
Cc1cc(C)c(CN2CCN(C(=O)CC[C@H]3O[C@@H](n4ccc(=O)[nH]c4=O)[C@H](O)[C@@H]3O)CC2)c(C)c1	10%
CN(Cc1ccc(Cl)cc1)C(CCc1ccccc1)C(=O)NC1CCCCC1 (configuration not stated)	2%
COc1ccc(-c2csc(C(C)(O)c3ccccc3)n2)cc1 (configuration not stated)	1%
Cc1ccccc1S(=O)(=O)NC(=O)C1(C)CCN1C(=O)C1(c2ccccc2)CC1 (configuration not stated)	3%
CC1(C(=O)Nc2cccc3ncccc23)CCN1C(=O)CCc1ccccc1 (configuration not stated)	3%
CNc1ncnc2c1ncn2[C@H]1CN(Cc2ccc(-c3ccccc3)cc2)C[C@@H](CO)O1	-1%
CNc1cccc(-c2ccc(C(C)=O)s2)n1	-1%
CC(C)C[C@H]1CN([C@@H](CC(C)C)CN2CCCC2CN2C(=S)NC[C@@H]2Cc2ccccc2)C(=S)N1CC1CCCCC1 (some centres not stated)	6%
CC(C)(C)NC(=O)C1c2ccccc2OCC(=O)N1C1CC1 (configuration not stated)	0%
Cc1ccc(-c2nc3ccc(Br)cn3c2Cc2ccccc2C(F)(F)F)cc1	5%
CCCN(CCC)Cc1cc(=O)oc2cc(C)c(C)cc12	5%
COc1ccc(C(=O)c2[nH]c(N)c(C(=O)NCCc3c[nH]c4ccccc34)c2-c2ccc(OC)c(OC)c2)cc1	56%[activator]
Cc1noc(C)c1S(=O)(=O)NC(=O)C1(C)CCN1C(=O)c1ccc(C2CCCCC2)cc1 (configuration not stated)	5%
